# Luc counter: Kinase-Glo luciferase inhibition (counter-screen) | Kinase-Glo luciferase, ATP luminescence, 8 min | Potency, µM (series often up to 38.3 µM), for the others: top-dose activity change, negative = inhibition, most hits filed as inhibitors | Q27757 | AID 1379 | 0.28% of 200,000 active; also: potency is read from the fitted curve at half-maximal effect; % is scaled to controls: 0 for no effect and ±100 for the full control effect; nearly all actives have a fitted effect of over 60% in size
#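 Compounds were added to a substrate mix at pH 7.2 (50 mM imidazole, 10 uM ATP, within the enzyme's linear range), followed by Kinase-Glo detection reagent; luminescence was measured after 8 minutes at ambient temperature.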
# IMPase Li cell: IMPase inhibition in cells with lithium potentiation; CHO-M1 cells, IP1 TR-FRET (IP-One), carbachol + lithium; Potency, µM (doses to about 59.4 µM), for inactives: at the highest dose activity, negative = IMPase inhibition, usual class: inhibitors; 0.35% of 210,000 active; AID 1457;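 also: IP1 builds up when IMPase is blocked and the TR-FRET signal falls; potency is read from the fitted curve at half-maximal effect; plate controls were basal vehicle for no effect and high inhibitor control for full effect; nearly all actives have a fitted effect of over 50% in size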
#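 CHO cells stably expressing M1 receptor (2000/well, cultured 16–30 h) treated 30 min at 37C with compound plus low lithium. Cytosolic IP1 by TR-FRET (665/620 ratio and 620 channel) after 10 min lysis; AC50 by Hill fit.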
# Epigenetic derep: epigenetic control regulation, reporter derepression. murine LDR cells, GFP reporter derepression, 30 h. Potency, µM (highest dose often 53.9 µM), for the others: top-dose GFP activation, hits mostly activators. 0.2% of 280,000 active; also: potency is read from the fitted curve at half-maximal effect; % of control where 0% means no effect; nearly all actives have a fitted effect of over 60% in size
#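 Murine LDR cells carrying a silenced, genomically integrated CMV-driven GFP reporter were exposed to compound for 30 hours at 37 C. After PBS washes, GFP-positive cells (20–120 um objects) were counted by laser-scanning microplate cytometry.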
# NPSR antagonist: blocks cAMP signaling of the human neuropeptide S receptor | CHO-NPSR cells, cAMP TR-FRET, antagonist mode | Potency, µM (doses to about 38.3 µM), inactives show at the highest dose activity change, negative = inhibition, hits mostly inhibitors | 1% of 220,000 active | AID 1461; also: potency is read from the fitted curve at half-maximal effect; % is scaled to controls: 0 for no effect and ±100 for the full control effect; nearly all actives have a fitted effect of over 50% in size; many of its hits are not listed in these tables
# CBFb RUNX1 block: CBF-beta/RUNX1 interaction disruption | AlphaScreen CBFb-His/RUNX1-biotin binding, biochemical | Potency, µM (top dose mostly 59.8 µM), for inactives: top-dose activity, negative = inhibition, actives largely listed as inhibitors | 230,000 tested, under 10 active | AID 1477; also: % of control where 0% means no effect
# Target sequence (Q01196 whole entry, looked up): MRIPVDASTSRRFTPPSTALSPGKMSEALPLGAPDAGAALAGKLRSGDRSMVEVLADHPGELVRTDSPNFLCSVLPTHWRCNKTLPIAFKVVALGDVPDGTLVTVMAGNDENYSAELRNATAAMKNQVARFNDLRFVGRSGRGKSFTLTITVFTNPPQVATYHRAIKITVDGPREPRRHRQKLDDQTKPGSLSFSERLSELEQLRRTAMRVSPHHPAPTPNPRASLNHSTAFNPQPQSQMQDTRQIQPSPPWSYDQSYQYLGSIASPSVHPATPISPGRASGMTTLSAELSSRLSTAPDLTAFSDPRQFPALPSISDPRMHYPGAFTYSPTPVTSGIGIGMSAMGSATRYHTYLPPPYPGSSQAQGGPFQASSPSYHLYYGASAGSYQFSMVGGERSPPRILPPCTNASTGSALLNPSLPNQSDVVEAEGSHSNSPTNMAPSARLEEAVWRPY
# Target sequence (Q13951 whole entry, looked up): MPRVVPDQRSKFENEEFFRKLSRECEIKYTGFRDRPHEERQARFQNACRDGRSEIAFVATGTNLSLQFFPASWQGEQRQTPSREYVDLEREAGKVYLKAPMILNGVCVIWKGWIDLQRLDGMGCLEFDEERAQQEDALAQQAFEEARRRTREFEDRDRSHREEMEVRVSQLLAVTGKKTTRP
#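 Room-temperature protein-protein interaction test with 30 nM each of His-tagged CBF-beta and biotinylated RUNX1, 15 min with compound, then 90 min with nickel plus streptavidin beads. Signal read in AlphaScreen mode.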
# Lamin A splicing: LMNA splicing modulation; HeLa LMNA splicing GFP/RFP minigene ratio, 48 h; Potency, µM (doses to about 46.1 µM), for the others: at the highest dose ratio change, negative = inhibition, hits mostly inhibitors; 0.01% of 200,000 active; active = well fitted inhibition curve with a large enough effect in the signal ratio, with a control signal flat, not every such curve was filed as active; inconclusive = small, poorly fitted or top-dose-only effect, or effect the other way, or a change in a side signal; the % refers to the signal ratio; also: potency is read from the fitted curve at half-maximal effect; % is scaled to controls: 0 for no effect and ±100 for the full control effect
#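 S3 HeLa stable clones carrying a lamin A-EGFP splicing minigene plus DsRed2 were seeded at 600 cells/well in Opti-MEM with 2% FBS, pin-dosed and incubated 48 h at 37°C. Acumen cytometry (488 nm) gave the GFP/RFP total-intensity ratio.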
# GLA spleen mod: alpha-galactosidase A (human) modulation. P06280. human spleen homogenate, 4MU-alpha-Gal fluorescence, 40 min. Potency, µM (highest dose often 80 µM), for inactives: at the highest dose activity change, negative = inhibition, actives largely listed as inhibitors. 0.008% of 240,000 active. AID 2107;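 also: potency is read from the fitted curve at half-maximal effect; 0% = enzyme with vehicle and -100% = no enzyme basal signal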
# Target sequence (P06280 32-429 limits assumed): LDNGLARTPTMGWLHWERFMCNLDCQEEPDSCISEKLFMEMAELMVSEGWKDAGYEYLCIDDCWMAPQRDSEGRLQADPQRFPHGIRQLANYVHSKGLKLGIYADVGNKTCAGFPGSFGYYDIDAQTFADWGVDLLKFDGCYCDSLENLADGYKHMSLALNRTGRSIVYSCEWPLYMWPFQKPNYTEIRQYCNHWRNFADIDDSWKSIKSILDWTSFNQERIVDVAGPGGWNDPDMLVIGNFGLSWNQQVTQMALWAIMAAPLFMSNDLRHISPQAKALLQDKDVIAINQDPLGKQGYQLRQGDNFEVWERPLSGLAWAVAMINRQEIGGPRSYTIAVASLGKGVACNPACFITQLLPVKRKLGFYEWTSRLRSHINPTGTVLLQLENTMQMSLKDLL
#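 Human spleen homogenate (1 ug) as enzyme source, 4-methylumbelliferyl-alpha-D-galactopyranoside 1 mM final, citrate/phosphate pH 5.0 with 0.01% Tween-20. Compounds 40 min at 37C, NaOH/glycine stop; fluorescence Ex 365/Em 440, Hill-fit AC50.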
# * hit, by the source's call; ? = inconclusive; · = no result given; & = joins results of further samples; [ ] = dose if it differs, or a comment. Unless noted, calls follow the shape of the dose curve; as a rule, active = well fitted curve in the direction sought with a large enough effect; inconclusive = small, poorly fitted or top-dose-only effect, or another doubt; inactive = no such curve, though single readings can be large; an effect the other way counts as inactive or inconclusive.
SMILES,Luc counter,IMPase Li cell,Epigenetic derep,NPSR antagonist,CBFb RUNX1 block,Lamin A splicing,GLA spleen mod
COc1ccc(-c2cc(C(=O)OC3CCOC3=O)c3ccccc3n2)cc1OC (centres undefined),2%,3%[38.3 µM],-0.9%,-8%[7.67 µM],?,-3%,-2%
CC(C)Oc1ccc(C(=O)Nc2cc(=O)n(C)c(=O)n2C)cc1,-1%,7%[38.3 µM],-1.0%,-6%[46.1 µM],0%,6%,-5%
O=C(COC(=O)c1cccs1)Nc1cccc(S(=O)(=O)N2CCOCC2)c1,5%,3%,2.0%,2%,5%,-3%,5%
COc1cccc(Cn2c(=O)c(-c3cc(F)cc(F)c3)nc3cnc(N4CCOCC4)nc32)c1,·,1%,·,·,·,4%,6%
CCCCCCCC/C=C\CCCCCCCC(=O)OCC(CO)OC(=O)CCCCCCC/C=C\CCCCCCCC (centres undefined),1%,-7%&18%,2.1%&1.1%,·,-2%&-4%,·,-6%&11%
CCCN(CCC)CC(O)COc1ccc([N+](=O)[O-])cc1 (centres undefined),-7%,26%[38.3 µM],-1.1%,9%[46.1 µM],-7%,-2%,10%
C=CCN(CC=C)CC(O)Cn1c2ccccc2c2ccccc21 (centres undefined),-1%,10%[38.3 µM],2.8%,-1%[46.1 µM],-1%,-8%,-7%
COc1ccc(Nc2ncnc3c2oc2ccccc23)cc1,7%,-4%[38.3 µM],-1.3%,-8%[7.67 µM],-2%,-6%,-3%
Cn1c2c(c(=O)n(C)c1=O)CN(Cc1ccco1)CN2,0%,-22%[38.3 µM],-0.1%,1%[46.1 µM],-1%,-6%,-8%
O=C(O)COCc1nc2ccccc2[nH]1,·,·,-4.2%,-3%[46.1 µM],4%,-1%,0%
Cc1c(C#N)c(NC(=O)CCl)n(Cc2ccc(F)cc2)c1C,·,3%,0.9%,-1%,?,·,1%
Cc1nn(-c2ccccc2)c(C)c1/C=C/C(=O)OCC(=O)Nc1ncc(Cl)cc1Cl,-5%,10%,1.5%,-6%,2%,-5%,1%
Cc1ccc(NC(=O)Nc2cc(Cl)ccc2C2COC(=O)C2=N)cc1 (centres undefined),2%,-5%,0.9%,-2%,-5%,·,7%
CC1(C)CC2(CCO1)CNC(=O)O2 (centres undefined),-1%,-18%[38.3 µM],0.8%,12%[46.1 µM],2%,4%,-30%
Cc1ccc(C)c(N2CN(CCC3=CCCCC3)CNC2=S)c1,·,·,-0.2%,29%,-4%,·,6%
CCN(c1ccccc1)S(=O)(=O)c1ccc(OC)c(NC(=O)CN(C)C)c1,3%,5%,-0.9%,-15%,1%,-12%[46 µM],2%
Cc1ccc(Cn2c(=O)c3c(nc4n3CCCN4Cc3ccccc3)n(C)c2=O)cc1,-6%,-13%[38.3 µM],-0.7%,?,-3%,9%,6%
Cc1cccc(Nc2nnc(SCC3CCCCO3)s2)c1 (centres undefined),-1%,1%,2.3%,-17%,-3%,?,-10%
CCC(=O)N1CCN(C(=O)c2ccccc2)CC1,-2%,-9%,0.0%,10%[46.1 µM],7%,-17%,18%
CCC(C)N(C(=O)COC(=O)CNC(=O)c1ccccc1F)C1CCS(=O)(=O)C1 (centres undefined),-2%,6%,0.0%,20%,-3%,?,9%

# Next part, overlapping the part above by 3 compounds.
SMILES,Luc counter,IMPase Li cell,Epigenetic derep,NPSR antagonist,CBFb RUNX1 block,Lamin A splicing,GLA spleen mod
Cc1cccc(Nc2nnc(SCC3CCCCO3)s2)c1 (centres undefined),-1%,1%,2.3%,-17%,-3%,?,-10%
CCC(=O)N1CCN(C(=O)c2ccccc2)CC1,-2%,-9%,0.0%,10%[46.1 µM],7%,-17%,18%
CCC(C)N(C(=O)COC(=O)CNC(=O)c1ccccc1F)C1CCS(=O)(=O)C1 (centres undefined),-2%,6%,0.0%,20%,-3%,?,9%
CC(C)C(=O)c1ccc(O)c(O)c1,·,·,-0.3%,1%[7.67 µM],-1%,·,-7%
Cc1ccc(CNc2nc3ccccc3n3nnnc23)cc1,2%,-79%[38.3 µM],8.3%,-7%[46.1 µM],-1%,-4%,-24%
Cc1csc(SCC(=O)Nc2ccccc2[N+](=O)[O-])n1,-1%,-4%,1.7%,-5%,-4%,·,-5%
Cn1nnc(NC(=O)c2cccc(F)c2)n1,11%,-10%[38.3 µM],2.0%,2%[46.1 µM],-3%,-5%,-7%
CCOC(=O)C1=C(C)NC(C)=C(C(=O)OCC)C1c1cn(-c2ccccc2)nc1-c1ccco1,-5%,8%[38.3 µM],-6.3%,-16%[46.1 µM],1%,-1%,9%
C/C(=N/NC(=O)c1cnccn1)c1ccncc1,-1%,0%,0.0%,30%,-13%,·,0%
Nc1nnc(SCC(=O)Nc2ccc(F)c(Cl)c2)n1-c1ccccc1,2%,4%[38.3 µM],-1.0%,-10%[46.1 µM],5%,-18%,0%
Cc1c(C(=O)N2CCCCCC2)nnn1-c1nonc1N,-2%,10%[38.3 µM],-0.9%,-15%[46.1 µM],-3%,-4%,0%
CCn1c2ccccc2c2cc(NC(=O)c3coc(=O)c(Br)c3)ccc21,·,·,7.0%,?,4%,·,15%
Cc1cc(C)c(NC(=S)N(Cc2cccnc2)Cc2ccco2)c(C)c1,0%,2%,-1.1%,15%,-1%,?,-12%
NC(=O)NCC(=O)N1CCC(C(O)(c2ccccc2)c2ccccc2)CC1,·,·,1.1%,-12%,-2%,?,1%
COC(=O)c1cccc(Nc2ncnc3ccc(C)cc23)c1,-8%,-10%[38.3 µM],-6.0%,-1%[46.1 µM],6%,-8%,7%
O=C(COC(=O)c1ccc(NS(=O)(=O)c2ccc(F)c(F)c2)cc1)NCC1CCCO1 (centres undefined),·,-3%,-1.3%,-8%,2%,·,1%
COc1cccc(Nc2ncc3nc(-c4cccs4)c(=O)n(C[C@H]4CCCO4)c3n2)c1,·,5%,·,·,·,-27%,-3%
CC1=C(C(=O)c2ccccc2)C(c2ccc(N3CCOCC3)cc2)NC(=O)N1 (centres undefined),-2%,7%,8.5%,-3%,-21%,-13%[46 µM],10%
CCOC(=O)c1ccc(N2CCOCC2)c(NC(=O)c2c(-c3ccccc3)noc2C)c1,·,·,0.8%,44%,11%,9%[46 µM],1%
Cn1cnnc1Sc1cc(N2CCN(S(=O)(=O)c3ccc(Cl)c(Cl)c3)CC2)ccc1[N+](=O)[O-],3%,39%[activator][38.3 µM],2.4%,-24%[46.1 µM],-14%,-18%,-5%
CC(C)CN(C(=O)COC(=O)c1c(Cl)ccc(Cl)c1Cl)C1CCS(=O)(=O)C1 (centres undefined),1%,25%,-0.1%,-13%,-10%,·,0%
COC(=O)COc1cccc(NC(=O)c2ccccc2)c1,·,·,-3.7%,0%[46.1 µM],0%,1%,-6%
O=S(=O)(Nc1cccc(CO)c1)c1cccs1,·,·,-1.2%,-7%,8%,13%[46 µM],4%

# Record cards (already shown):
# `CCC(=O)N1CCN(C(=O)c2ccccc2)CC1` in the list: Luc counter = -2%; IMPase Li cell = -9%; Epigenetic derep = 0.0%; NPSR antagonist = 10%[46.1 µM]; CBFb RUNX1 block = 7%; Lamin A splicing = -17%; GLA spleen mod = 18%
# `Cc1ccc(C)c(N2CN(CCC3=CCCCC3)CNC2=S)c1` in the list: Luc counter = ·; IMPase Li cell = ·; Epigenetic derep = -0.2%; NPSR antagonist = 29%; CBFb RUNX1 block = -4%; Lamin A splicing = ·; GLA spleen mod = 6%
# `Cc1cc(C)c(NC(=S)N(Cc2cccnc2)Cc2ccco2)c(C)c1` in the list: Luc counter = 0%; IMPase Li cell = 2%; Epigenetic derep = -1.1%; NPSR antagonist = 15%; CBFb RUNX1 block = -1%; Lamin A splicing = ?; GLA spleen mod = -12%

# Continuation:
SMILES,Luc counter,IMPase Li cell,Epigenetic derep,NPSR antagonist,CBFb RUNX1 block,Lamin A splicing,GLA spleen mod
O=C(O)c1cc(-c2ccc(O)cc2)nc2ccccc12,-4%,27%[38.3 µM],-2.5%,-3%[46.1 µM],-4%,5%,12%
Cn1c(=O)c2[nH]c(SCc3ccccn3)nc2n(C)c1=S,-1%[7.66 µM],-6%,1.3%,10%,6%,·,24%
CNC(=O)NC(=O)CSc1cccc(C(F)(F)F)c1,0%,5%[38.3 µM],-0.8%,-13%[46.1 µM],-1%,-4%,-7%
O=C(Nc1ccc(-c2csc(Nc3cccc(C(F)(F)F)c3)n2)cc1)c1cc([N+](=O)[O-])cc(C(F)(F)F)c1,·,·,-1.6%,10µM*,19%,·,-13%
FC(F)(F)c1ccnc(N2CCN(Cc3cnc(-c4ccccc4)[nH]3)CC2)c1,·,·,0.5%,15%,-14%,·,2%
CCCCN1C(=O)C(=O)N(CC(=O)Nc2cc(OCC)c(N3CCOCC3)cc2OCC)C1=O,·,2%,-0.3%,-12%,0%,·,5%
COc1ccc(C)cc1NC(=O)c1cnc2n(c1=O)CCS2,0%,-1%,4.0%,-18%[46.1 µM],-2%,-2%,-1%
Cc1ccc(C(=O)N/N=C/c2cc(C)n(-c3ccc(Br)cc3)c2C)cc1[N+](=O)[O-],1%,-12%[38.3 µM],1.1%,-6%[46.1 µM],-4%,-14%,1%
Cc1cc2oc(=O)cc(CSc3nc(N)cc(N)n3)c2cc1C,-3%,20%[38.3 µM],2.2%,-23%[46.1 µM],1%,-7%,3%
COc1ccc(C(=O)NC(=S)Nc2ccccc2N2CCCCC2)cc1[N+](=O)[O-],0%,12%,-1.1%,-44%,6%,?,-2%
O=C(NCCNS(=O)(=O)c1ccccc1Cl)c1cc(OCC(F)(F)F)ccc1OCC(F)(F)F,-3%,-1%[38.3 µM],-1.1%,-19%[46.1 µM],8%,?,-12%
COc1ccccc1/C=C1\Cc2ccccc2C1=O,·,·,1.1%,8%,-1%,17%[46 µM],-8%
Cc1ccc(/C=N/NC(=O)c2nnn(-c3nonc3N)c2CSc2ccccc2)cc1,·,·,0.1%,-13%,4%,·,-1%
CCn1c(SCc2nc3scc(-c4ccccc4)c3c(=O)[nH]2)nnc1-c1ccc(Cl)cc1,-6%,0%,7.4%,-10%,-12%,-2%,-14%
O=C(Nc1ccc(-c2cn3ccsc3n2)cc1)C1COc2ccccc2O1 (centres undefined),-3%,-1%[38.3 µM],-2.5%,?,-20%,?,6%

# Compound activity (PubChem)

# This is a subset; rates above refer to the full screens.
